Screening results deposited in PubChem by The Scripps Research Institute Molecular Screening Center.
OX1R antag-1 – human HCRTR1 antagonism; hit rate 0.43% among 330,000; CHO/OX1R cells, Fluo-8 calcium fluorescence, orexin A; inhibition, % at 5 µM; AID 434989; O43613;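 active = inhibition above its plate's threshold, mean inhibition of all tested compounds on the plate plus 3 SD, cut at about 37% in these data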;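 also: 0% = orexin A challenge wells and 100% = SB-334867-A antagonist wells; not every result past the cut was called active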
Target sequence (O43613 whole entry, looked up): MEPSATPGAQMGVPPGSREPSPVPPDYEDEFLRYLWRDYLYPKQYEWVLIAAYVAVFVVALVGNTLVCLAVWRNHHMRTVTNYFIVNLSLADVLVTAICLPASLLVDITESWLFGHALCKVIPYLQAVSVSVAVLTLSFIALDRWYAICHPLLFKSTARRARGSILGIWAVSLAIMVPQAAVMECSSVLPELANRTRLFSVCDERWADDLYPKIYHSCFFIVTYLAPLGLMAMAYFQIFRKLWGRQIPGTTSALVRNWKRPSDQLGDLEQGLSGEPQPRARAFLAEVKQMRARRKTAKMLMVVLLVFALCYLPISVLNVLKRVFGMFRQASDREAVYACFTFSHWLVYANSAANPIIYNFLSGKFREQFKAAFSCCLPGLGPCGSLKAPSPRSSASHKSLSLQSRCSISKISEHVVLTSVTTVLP
OX1R antag-2 – antagonists of human orexin 1 receptor (OX1R); O43613; OX1R-expressing cells, FRET antagonist read-out; inhibition, % at 6.6 µM; hit rate 1.8% among 330,000; AID 485270; in the data active = inhibition mostly above about 38%, no sharp cut-off; inactive = mostly below about 40%;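 also: 0% = agonist challenge alone and 100% = reference antagonist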
* hit, by the source's call.

SMILES	OX1R antag-1	OX1R antag-2
CCC[n+]1c2ccccc2cc2ccccc21	-9.1	83.6*
OC(COc1cc(Cl)c(Cl)cc1Cl)CN1CCN(c2ncccn2)CC1 (configuration not stated)	-22.4	8.5
CC(C)[C@H](NC(=O)OCc1ccccc1)C(=O)OCc1cc(=O)oc2cc(O)ccc12	-2.4	26.8
O=C(NCCNC(=O)c1ccco1)c1ccco1	-18.4	7.3
CCC(C)NC(=O)COc1ccc(OCc2ccccc2)cc1 (configuration not stated)	-8.2	30.7
CNC(=O)c1[nH]cnc1C(=O)Nc1ccc(F)cc1	0.2	6.3
O=C1CCC(C(=O)Nc2ccccc2)N1 (configuration not stated)	-11.8	13.0
COC(=O)Nc1nn(Cc2ccccc2F)cc1Br	-6.4	8.1
COC(=O)Cn1c(O)c(N=NC(=O)CNC(=O)COc2cccc(C)c2)c2ccccc21	-15.2	31.9
Fc1cccc(Cl)c1CSc1nnc(-c2ccncc2)o1	-17.2	2.6
Cc1noc(C)c1COC(=O)CCCOc1ccc(Cl)cc1Cl	-20.1	9.5
COc1ccc([C@H]2[C@H](C(=O)OC(C)(C)C)N3N=Cc4ccccc4C3C23C(=O)c2ccccc2C3=O)cc1OC (some centres not stated)	-21.8	26.9
O=C(CC(Nc1ccc(Cl)cc1Cl)C(=O)O)c1ccccc1 (configuration not stated)	0.6	6.8
COc1ccc(-c2csc(NC(=O)c3ccc(S(=O)(=O)N4CCc5ccccc5C4)cc3)n2)cc1	3.1	22.6
CN1CCN(CC(=O)Nc2cc(N3CCOCC3)ccc2[N+](=O)[O-])CC1	-4.4	65.2*
CCN1C(=O)c2ccccc2S(=O)c2ccc(C(=O)NCCN(CC(C)C)CC(C)C)cc21 (configuration not stated)	-40.4	3.5
COc1ccc(CN(CC2CCC(C(=O)O)CC2)C(=S)Nc2ccccc2OC)cc1 (configuration not stated)	-10.6	8.6
CCOC(=O)[C@@H]1[C@H]2COc3cc(OC)ccc3[C@@H]2N2C(=O)N(c3ccc(F)cc3)C(=O)[C@]12C	-22.2	16.2
CCC1(c2ccccc2)NC(=O)N(CC(=O)Nc2nnc(C3CC3)s2)C1=O (configuration not stated)	-24.8	-1.6
CC(=O)c1cccc(N(C(=O)c2ccccn2)C(C(=O)NC2CCCCC2)c2ccccc2)c1 (configuration not stated)	-29.1	21.2
O=C(NCc1nc2ccccc2[nH]1)C1=C[C@@H](c2ccc(C(F)(F)F)cc2)C[C@@H](OCc2ccc(CO)cc2)O1	-22.4	10.3
CCN(CC)S(=O)(=O)c1ccc2c(c1)nc(CCC(=O)Nc1ccc(N3CCOCC3)cc1)n2C	-2.6	14.8
CN1[C@@H]2CC[C@H]1CC(OC(=O)c1c[nH]c3ccccc13)C2 (some centres not stated)	6.9	13.1
COc1ccccc1N1CCN(C(=O)COc2cccc3ccccc23)CC1	-38.0	2.4
O=C(CN1CCN(CCC(=O)Nc2ccccc2F)CC1)Nc1ccc(F)cc1	-24.0	11.8
CC(NC(=O)c1ccco1)c1ccc(-n2ccnc2)cc1 (configuration not stated)	-10.0	20.2
CCCc1nc(SCc2ccccn2)c2c(=O)n(C)c(=O)n(C)c2n1	-52.7	15.6
O=C(O)C1=CC[C@@H](c2ccc(Cl)cc2)N(S(=O)(=O)c2ccc(Cl)cc2)C1	-6.1	17.6
COc1ccccc1NC(=O)COC(=O)c1c[nH]c(=O)[nH]c1=O	-10.7	11.0
Cn1c(=O)n(C)c2cc(C(=O)O)ccc21	-13.4	5.7
COc1ccc(-c2nnc(SC)o2)c(OC)c1	-7.8	-2.2
CC(=O)c1cccc(NC(=O)c2cc(-n3cnnc3)ccc2Cl)c1	-7.8	7.0
CCOCc1c(C(=O)N2CCN(Cc3ccc(Br)s3)CC2)oc2ccccc12	-19.1	5.3
Nc1nc(-c2ccco2)nn1C(=O)c1ccc(Cl)cc1	-6.9	9.6
Cc1ccc(Cl)cc1N1CCN(C(=O)Cn2ncn3cccc3c2=O)CC1	-21.6	15.1
COC(=O)C1N2C(=O)[C@@H](NC(=O)COc3ccccc3)[C@H]2SC1(C)C (some centres not stated)	-7.1	15.3
Cc1ccccc1OCCSc1nnc(-c2cccnc2)n1N	3.7	9.3
Cc1ccc(Nc2nc(Oc3ccc(=O)[nH]n3)nc(N(C)C)n2)cc1	0.9	18.9
COc1ccc(/C=C2\SC(=S)N(Cc3cccnc3)C2=O)cc1C	-24.6	16.7
O=C(NCC(=O)N(c1ccc2c(c1)OCO2)C(C(=O)NC1CCCC1)c1cccs1)c1ccco1 (configuration not stated)	-32.4	28.0
CSc1ccc(CNc2ccccn2)cc1	-23.1	6.0
COc1ccc2c(c1)C(c1ccccc1)=NNC(c1ccco1)=N2	-26.0	8.1
O=C(NCC(c1ccco1)N1CCc2ccccc21)c1ccccc1Br (configuration not stated)	-34.6	31.8
CCOc1ccc(NC(=O)CN2C(=O)NC3(CCCCCC3)C2=O)cc1	-29.2	1.3
N=C1CCCN1CC(=O)c1ccc(Cl)cc1	-9.0	7.1
O=C(COC(=O)C1CCN(c2ccc(C(F)(F)F)cn2)CC1)c1cccc(Br)c1	-14.8	24.4
Cn1cnc2cc(NCc3ccc(Cl)cc3)ccc21	-2.8	5.3
CC(C)C(=O)c1cc2c(cc1NC(=O)Nc1cccc3ccccc13)OCCO2	-19.8	11.6
COc1ccc(C(=O)CN2CCN(c3ncccn3)CC2)cc1	-7.2	-2.7
Cc1cccc(C(=O)NNC(=O)c2c(O)c3ccccc3n(C)c2=O)c1	12.9	20.6
O=C(c1cnccn1)N1CCN(S(=O)(=O)c2cccc(Cl)c2)CC1	-11.5	4.7
CC(=O)Nc1ccc(S(=O)(=O)Nc2c(C)nn(-c3ccccc3)c2C)cc1	-23.3	26.9
COc1cc(C(=O)N/N=C/c2coc3ccccc3c2=O)cc(OC)c1OC	-11.6	15.3
COc1ccc(Cn2nc(-c3ccccc3)c(N3CCCCC3)cc2=O)cc1	-26.2	14.2
S=C(NCCc1ccccn1)Nc1ccccc1Cl	-13.3	6.0
CCCCN(CC)CCCNC(=O)CC1Oc2ccccc2NC1=O (configuration not stated)	11.1	4.7
C/C(=N\Nc1nncc2ccccc12)c1ccc(C(C)(C)C)cc1	-25.9	7.4
CCCCC(=O)Nc1ccccc1N1CCN(c2ccc(F)cc2)CC1	-55.7	11.5
Cn1cccc1CC(=O)N/N=C/c1cc([N+](=O)[O-])ccc1Cl	-15.7	20.8
CCOC(=O)c1ccccc1NS(=O)(=O)c1ccc(OCC)cc1	1.8	27.4

4 entries already listed, sorted by number of heavy atoms, rising:
SMILES	OX1R antag-1	OX1R antag-2
Cn1cccc1CC(=O)N/N=C/c1cc([N+](=O)[O-])ccc1Cl	-15.7	20.8
C/C(=N\Nc1nncc2ccccc12)c1ccc(C(C)(C)C)cc1	-25.9	7.4
CCCCC(=O)Nc1ccccc1N1CCN(c2ccc(F)cc2)CC1	-55.7	11.5
CC(=O)Nc1ccc(S(=O)(=O)Nc2c(C)nn(-c3ccccc3)c2C)cc1	-23.3	26.9

Further structures.
SMILES	OX1R antag-1	OX1R antag-2
CCCc1nnc(NC(=O)C2CCN(C(=O)c3ccco3)CC2)s1	-3.5	26.7
COc1cc(C(=O)NC(C)c2cc(C)ccc2C)ccc1OCC(=O)N1CCOCC1 (configuration not stated)	-14.3	2.9
NNC(=O)c1n[nH]c(=O)c2ccccc12	-12.6	14.7
OCCC1CN(Cc2ccccc2O)CCN1CCc1ccccc1 (configuration not stated)	-21.1	1.9
COc1ccc(-n2nc3c(c2NC(=O)c2ccc4c(c2)OCO4)CS(=O)(=O)C3)cc1	-24.5	21.7
COc1ccc(NCc2ccc(OC)c(OC)c2)cc1	-21.2	9.2
CCCCCCCNC(=O)C1(CC2CC(c3cccc(Br)c3)=NO2)CCN(C(=O)C2CCCC2)CC1 (configuration not stated)	-34.8	17.1
COc1ccc(CCNC(=O)CCc2nnc(Cc3ccc4c(c3)OCO4)o2)c(OC)c1	-17.9	12.5
O=C(CN1C(=O)c2ccccc2C1=O)NCc1ccncc1	-10.0	7.7
Cc1ccc(CNC(=O)c2cc(Cl)cc(Cl)c2)n1C	-17.9	1.9
COc1ccc(N/C=C\C(=O)c2ccc3c(c2)OCO3)cc1	-19.5	29.1
Cc1ccc(O)c(C(=O)c2cc(C#N)c(=O)n(-c3c(C)n(C)n(-c4ccccc4)c3=O)c2)c1	-28.3	16.1
O=S(=O)(c1cccs1)N1CCc2ccccc2C1	-16.4	35.2
CCOC(=O)c1cnc(-c2ccccc2)nc1N	-2.3	7.0
c1ccc(OCCSc2nnc3sc4ccccc4n23)cc1	3.5	16.4
COc1ccc(N2CCN(C(=O)COC(=O)CCc3ccccc3)CC2)cc1	4.4	-4.0
COc1ccc(C(=O)N2CCCCC2)cc1S(=O)(=O)Nc1ccccc1	-8.6	13.0
Cc1[nH]nc2c1/C(=N\O)CCC2	-8.4	3.8
CCc1c(C2(O)CCCCC2)[nH]c2cc(C(F)(F)F)ccc12	45.2*	64.3*
CC(=O)Nc1cccc(C(=O)NNC(=O)c2ccccc2-n2cccc2)c1	6.8	2.7
CCc1ccc(C(=O)COC(=O)C(CCSC)NC(=O)c2ccccc2)cc1 (configuration not stated)	-22.3	19.8
CC1(N2CCOCC2)C(=O)c2ccccc2C1=O	-7.9	20.8
O=c1[nH]c(-c2ccccc2F)nc2c1sc(=S)n2Cc1ccccc1	-7.5	24.8
O=C(O)Cn1cnc2c(oc3ccccc32)c1=O	-3.4	10.2
C=CCNC(=O)/C(C#N)=C/c1c(N2CCN(c3ccccc3)CC2)nc2c(C)cccn2c1=O	-26.6	20.7
COCCn1c(SCC(=O)NNC(=O)c2ccccc2)nc2ccccc21	-8.8	8.7
CC(C)n1c(/N=C/c2ccccc2O)nc2ccccc21	-13.6	2.5
CCc1cccc(CC)c1NC(=O)CSc1nc2ccc(N3C(=O)C4C5C=CC(C5)C4C3=O)cc2s1 (configuration not stated)	-4.4	52.0
O=C(Cn1c(=O)n(-c2ccccc2)c(=O)n1CC(=O)N1CCCCC1)N1CCCCC1	-6.2	3.6
CCNc1c(N)c(=O)oc2ccccc12	-17.3	50.2
CCC(=O)Nc1nnc(S(=O)(=O)N2CCCCCC2)s1	-15.1	12.8
Cc1nc2ccccc2n1CC(=O)OCC(=O)N1CCC(C)CC1	8.0	5.6
O=C(CN1C(=O)NC2(CCc3ccccc32)C1=O)NCC(=O)Nc1ccc(F)cc1 (configuration not stated)	-4.7	-3.1
CC(C)=CCc1cc2c(=O)c3c(O)c4c(cc3oc2c(O)c1O)OC(C)C4(C)C (configuration not stated)	8.9	13.4
CSCCC(NC(=O)c1ccccc1)C(=O)N/N=C(\C)c1ccccc1 (configuration not stated)	-29.1	-2.0
COc1ccc(CCCc2n[nH]c(=S)o2)cc1	-16.7	16.6
O=c1[nH]c(=S)[nH]c2sc3c(c12)CCCCCC3	-8.2	9.9
CCOC(=O)N1CCN(C(=O)COc2ccc(S(=O)(=O)NC3CCCCC3)cc2C)CC1	-9.6	15.8
CC(=O)c1cnc(Nc2cccc(C)c2)s1	-17.8	16.6
C=CCOC(=O)C1=C(C)N=C2SCCC(=O)N2C1c1ccc(OC(=O)c2ccco2)cc1 (configuration not stated)	-4.3	6.1
CN=C1SC(CC(=O)Nc2ccc(F)cc2F)C(=O)N1/N=C/c1ccc(OC(F)F)c(OC)c1 (configuration not stated)	-36.7	2.7
N=C(N)SCc1ccc(Cl)cc1Cl	6.7	3.5
O=C1CC(c2ccccc2)n2nc(N3C(=O)c4ccccc4C3=O)nc2N1 (configuration not stated)	2.2	9.7
Cc1ccc(C2CC(=O)c3cnc(N4CCN(c5ccccc5)CC4)nc3C2)cc1 (configuration not stated)	-11.0	18.3
CCC1CCCCN1CCCNC(=O)CC1Oc2ccc(C)cc2NC1=O (configuration not stated)	-18.3	3.4
COC(=O)[C@H](CCSC)NC(=O)Cn1cnc2c(NCc3ccccc3)ncnc21	-12.6	1.0
O=C(Nc1cccc(F)c1)c1c(O)c2cccc3c2n(c1=O)CCC3	-6.7	-6.0
CCOC(=O)CNC(=O)CSc1ncccc1-c1nc2ccccc2[nH]1	-15.6	12.2
c1ccc2c(c1)nc(NCCN1CCOCC1)c1nncn12	-3.2	5.3
CCc1ccnc(NC(=O)NS(=O)(=O)c2ccc(C)cc2)c1	-9.6	17.7
CCCC12CN(C(=O)c3ccco3)CC(CCC)(CN(C(=O)c3ccco3)C1)C2=O	-25.4	0.1
O=C(NC12CC3CC(CC(C3)C1)C2)N1CCC(n2nnc3ccccc32)CC1	-26.1	2.5
Cc1ccc(CN(CC(=O)N/N=C/c2ccccc2[N+](=O)[O-])S(=O)(=O)c2ccc(C)cc2)cc1	-30.1	48.8
COc1ccc(C(=O)CSc2nnc(-c3ccccn3)n2Cc2ccco2)cc1	-14.6	21.5
CC(C)CC(C(=O)NC(C)(C)C)N(Cc1cccs1)C(=O)c1snc(C(N)=O)c1N (configuration not stated)	-8.3	4.8
COc1cccc(C2NC(=O)c3ccccc3O2)c1OC (configuration not stated)	-5.0	3.9
Cc1nc(SCc2cccc(F)c2)[nH]c(=O)c1C#N	-5.5	19.5
COCC1CCN(C(=O)C2CCC(=O)N(Cc3ccc(Cl)cc3)C2)CC1 (configuration not stated)	-6.2	5.5
CC(C)CCN(C(=O)COc1ccc(C#N)cc1)c1c(N)n(Cc2ccccc2)c(=O)[nH]c1=O	-2.2	34.0
O=C(NC(=O)c1ccc(Cl)cc1)Nc1ccc(-c2cnco2)cc1	-11.7	11.6
COc1ccc(CCNC(=O)COC(=O)c2ccc(Br)o2)cc1OC	-12.5	13.8

Pulled one by one from above, 5 records:
SMILES	OX1R antag-1	OX1R antag-2
Cc1nc(SCc2cccc(F)c2)[nH]c(=O)c1C#N	-5.5	19.5
O=C(NC(=O)c1ccc(Cl)cc1)Nc1ccc(-c2cnco2)cc1	-11.7	11.6
COc1cccc(C2NC(=O)c3ccccc3O2)c1OC (configuration not stated)	-5.0	3.9
Cc1ccc(CN(CC(=O)N/N=C/c2ccccc2[N+](=O)[O-])S(=O)(=O)c2ccc(C)cc2)cc1	-30.1	48.8
COCC1CCN(C(=O)C2CCC(=O)N(Cc3ccc(Cl)cc3)C2)CC1 (configuration not stated)	-6.2	5.5
